Scp-1 inhibitor – Scp-1 (human) phosphatase inhibition. Q9GZU7. Recombinant Scp1, phosphopeptide, malachite green phosphate absorbance. inhibition, % at 20 µM. 340,000 tested, 0.88% active. AID 493091;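 active means inhibition above about 50% at 20 µM, limit read from the data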;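 further: plate controls were DMSO wells with enzyme for no effect and wells lacking enzyme for full effect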
Target sequence (Q9GZU7 76-261 limits assumed): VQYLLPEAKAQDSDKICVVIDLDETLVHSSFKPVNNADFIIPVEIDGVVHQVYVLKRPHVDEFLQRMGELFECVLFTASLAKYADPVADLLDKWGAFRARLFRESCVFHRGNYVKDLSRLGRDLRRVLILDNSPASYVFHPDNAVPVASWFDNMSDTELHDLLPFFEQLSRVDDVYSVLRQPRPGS
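System: truncated SCP-1 phosphatase (76-261aa); medium: Tris acetate buffer pH 5.5 with MgCl2 and Tween-20; incubation: 45 min room-temperature reaction, 5 min colour, 30 min stabiliser; compound: single 20 µM dose, 1% DMSO; reagent: Phosphorylated 17-residue peptide substrate; read-out: % inhibition at 20 µM; technique: colorimetric free-phosphate detection, absorbance 630 nm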
CendR NRP1 mod – alters CendR peptide binding to human NRP-1 | O14786 | FAM-RPARPAR peptide binding to NRP-1, fluorescence polarization | inhibition, % at 25 µM | 360,000 tested, 0.85% active | AID 602438;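 active means inhibition or corrected inhibition above about 18%, plus a signal ratio from 0.5 to 1.5, limit read from the data, passing the limit was not always enough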; further: strong numbers were not always called active
LMPTP block – blocks human LMPTP phosphatase | P24666 | recombinant LMPTP-A, OMFP fluorogenic substrate, fluorescence intensity | inhibition, % at 20 µM | 360,000 tested, 0.22% active | AID 651560;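 active means compounds that cut the enzyme signal by at least half of the control window in the single-dose screen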;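 further: plate controls were DMSO wells with enzyme plus substrate for no effect and substrate without enzyme for full effect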
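Test system – LMPTP-A enzyme · Amount – LMPTP-A at 0.625 nM final in the reaction · Buffer or medium – Bis-Tris pH 6.0, DTT, detergent · Reagent – OMFP 400 µM · Doses – single 20 µM dose · Schedule – reaction 50 min, room temperature, dark · Detection – fluorescence intensity of OMFP turnover product · Evaluation – percent inhibition versus substrate-only and uninhibited controls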
DNMT1 block – blocks human DNA methyltransferase DNMT1. P26358. DNMT1 molecular beacon, Hinp1I cleavage, fluorescence. inhibition (reported as % activation of signal), % at 10 µM. 360,000 tested, 0.83% active. AID 588458; in the data active means inhibition above about 50%
NadD block – NadD (S. aureus) enzyme inhibition; purified NadD enzyme, colorimetric absorbance read-out; 360,000 tested, 0.78% active; inhibition, % at 20 µM; in the data active means inhibition above about 26%; further: some compounds past the cut are filed as inactive
SUMO1 PPI mod – SUMO1-SIM interaction modulation; SUMO1 binding to a labelled peptide, TR-FRET, 1 h; AID 602429; 360,000 tested, 0.33% active; inhibition, % at 20 µM; P63165; in the data active means inhibition above about 37%
Target sequence (P63165 whole entry, looked up): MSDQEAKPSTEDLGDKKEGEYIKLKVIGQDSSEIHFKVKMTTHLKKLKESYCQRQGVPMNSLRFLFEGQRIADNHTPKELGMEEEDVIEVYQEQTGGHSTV
STEP block – inhibitors of human striatal-enriched phosphatase STEP; P54829; 360,000 tested, 0.25% active; recombinant STEP, OMFP fluorogenic substrate, fluorescence; AID 588621; inhibition, % at 20 µM;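 active means inhibition at 20 µM, scaled per plate between control wells, above about 37%, limit read from the data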;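 further: 0% = DMSO with enzyme and substrate and 100% = substrate only without enzyme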
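System: isolated STEP enzyme; schedule: 20 min enzyme reaction at room temperature, protected from light; medium: Bis-Tris buffer pH 6.0, 2.5 mM DTT, 0.005% Tween 20; signal: fluorescence, 480/540 nm; dosing: single compound dose of 20 µM, 1% DMSO final; also added: OMFP substrate, 25 µM final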
SKN-1 inh – blocks SKN-1 activity in C. elegans | C. elegans VP596 Pgst-4::GFP/RFP ratio, acrylamide-induced, 24 h | inhibition, % at 21.8 µM | 360,000 tested, 0.49% active | AID 624304;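 active means interference check ratio from 0.5 to 1.5 plus GFP to RFP signal ratio inhibition reaching or exceeding a fixed threshold, cut at about 30% in these data, passing the limit was not always enough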; further: some compounds called inactive have numbers as strong as hits
TbMetRS inhib – blocks T. brucei methionyl-tRNA synthetase activity | inhibition, % at 11.9 µM | AID 624268 | 360,000 tested, 0.4% active | purified T. brucei MetRS, ATP depletion, Kinase-Glo luminescence;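 active means inhibition above a per-plate cutoff of the control wells' mean inhibition plus 3 SD, cut at about 5.5% in these data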;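 further: 0% = DMSO wells median and 100% = median of wells with control inhibitor compound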
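Assay system: T. brucei methionyl-tRNA synthetase, purified | Medium: HEPES buffer with MgCl2, KCl, DTT, spermine, BSA, pyrophosphatase | Compound: 11.9 µM single point | Incubation: 15 min enzyme-compound preincubation, 2 h reaction, 10 min detection, 25 °C | Measured by: Kinase-Glo luciferase luminescence reporting remaining unconsumed ATP | Measure: % inhibition normalized to control-well medians | Replication: Singlicate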
Neddyl block – blocks human cullin neddylation; calls only at 25 µM; 360,000 tested, 0.58% active; P61081+Q13564; TR-FRET cullin neddylation, biochemical; AID 651699; in the data active means inhibition above about 36%
Target sequence (P61081 whole entry, looked up): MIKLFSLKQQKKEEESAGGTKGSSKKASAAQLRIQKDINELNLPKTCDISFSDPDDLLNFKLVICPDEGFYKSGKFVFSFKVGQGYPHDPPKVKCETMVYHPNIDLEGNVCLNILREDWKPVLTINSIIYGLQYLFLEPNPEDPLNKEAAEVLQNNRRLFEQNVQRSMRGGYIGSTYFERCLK
Target sequence (Q13564 whole entry, looked up): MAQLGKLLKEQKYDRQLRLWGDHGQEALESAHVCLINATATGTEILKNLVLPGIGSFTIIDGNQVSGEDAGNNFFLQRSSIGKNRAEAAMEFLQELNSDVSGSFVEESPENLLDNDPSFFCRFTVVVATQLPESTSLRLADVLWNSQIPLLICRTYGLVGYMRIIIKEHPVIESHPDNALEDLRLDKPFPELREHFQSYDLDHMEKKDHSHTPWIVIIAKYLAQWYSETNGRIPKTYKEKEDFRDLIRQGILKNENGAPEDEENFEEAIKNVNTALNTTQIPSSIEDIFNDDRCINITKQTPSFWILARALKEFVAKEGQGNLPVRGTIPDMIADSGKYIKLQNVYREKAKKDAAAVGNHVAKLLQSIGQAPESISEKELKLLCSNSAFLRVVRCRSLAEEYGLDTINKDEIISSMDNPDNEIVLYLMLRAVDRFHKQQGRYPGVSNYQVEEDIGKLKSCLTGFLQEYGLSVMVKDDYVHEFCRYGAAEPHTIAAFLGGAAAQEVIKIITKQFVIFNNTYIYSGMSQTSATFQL
* = called active by the depositor; i = inactive; . = not tested or not shown.

Structure | Scp-1 inhibitor | CendR NRP1 mod | LMPTP block | DNMT1 block | NadD block | SUMO1 PPI mod | STEP block | SKN-1 inh | TbMetRS inhib | Neddyl block
COc1ccc2sc(N(CCCN(C)C)C(=O)c3ccc(S(=O)(=O)N4CCc5ccccc5C4)cc3)nc2c1 | 13 | 8 | 0.7 | 2 | 8 | -12 | 2 | 5 | -0.6 | i
COc1ccc(C(=O)N(CC(=O)NC(C)(C)C)c2ccc3c(c2)OCCO3)cc1OC | -4 | 10 | -0.3 | 4 | -1 | -2 | -2 | 2 | -0.6 | i
Cc1sc2ncnc(N3CCC(C(=O)Nc4sc5c(c4C(N)=O)CCC(C)C5)CC3)c2c1C (stereo unspecified) | 6 | 15 | 3.3 | -14 | 31* | -2 | 1 | 8 | -0.3 | i
O=C(Nc1cccc(Cl)c1Cl)C1CCCC1 | -7 | 4 | -1.4 | 2 | -9 | 3 | -4 | 10 | -0.7 | i
COc1ccc(C2(CNC(=O)CCC(=O)O)CCCC2)cc1 | -2 | -3 | -0.6 | 4 | -1 | 0 | -3 | 2 | -0.4 | i
COc1ccc(C2=NN3C(C2)c2ccccc2OC32C(=O)N(C)c3ccccc32)cc1 (stereo unspecified) | -13 | -38 | 4.3 | -24 | 26 | -5 | -4 | 16 | 1.0 | i
Cc1ccc(C)c(NC(=O)N2CCc3ccccc3C2)c1 | -2 | 2 | -1.0 | 3 | 1 | 1 | 1 | 14 | -0.1 | i
CCOc1nc2cnccc2n(CC(=O)Nc2ccccc2F)c1=O | -7 | 9 | -1.0 | 22 | 8 | -6 | 1 | 4 | -0.1 | i
CC(=O)c1sc(N/N=C2\CC3CC2C(C)C3(C)C)nc1C (stereo unspecified) | -4 | -6 | 0.6 | -8 | 1 | -9 | -2 | 9 | -0.1 | i
Cc1ccc(OCC(=O)NCCNC(=O)c2ccncc2)cc1C | -4 | -3 | -0.5 | 1 | 3 | 11 | 2 | 4 | 1.6 | i
CC1(C(=O)NS(=O)(=O)c2ccc(Cl)s2)CCN1C(=O)c1ccccc1CCc1ccccc1 (stereo unspecified) | . | -9 | -1.5 | 3 | 0 | 31 | 1 | 0 | 0.2 | i
O=C(CCN1C(=O)C2C3C=CC(C3)C2C1=O)N1CC(=O)N(CCc2ccccc2)C(=O)C1 (stereo unspecified) | 3 | 15 | 0.8 | 1 | -8 | 12 | 1 | 2 | -0.7 | i
Cc1ccccc1-c1nc(CS(=O)(=O)CC(=O)N2CCc3ccccc32)c(C)o1 | -8 | 3 | 0.5 | 14 | -9 | 5 | 2 | -21 | 0.3 | i
COc1ccccc1NC(=O)CN1CCN(c2ccccc2F)CC1 | 4 | 3 | -1.8 | -1 | -2 | 0 | 0 | -12 | -2.4 | i
Cc1nc(SCC(=O)NCC2CCCO2)c2cc(-c3ccccc3)sc2n1 (stereo unspecified) | -7 | -4 | 1.8 | -3 | -5 | -29 | 5 | 5 | -0.4 | i
CN(C)c1ccc(C(=S)N2CCN(C(=S)Nc3ccccc3)CC2)cc1 | -4 | 12 | -0.6 | 4 | -2 | -4 | 2 | 6 | 0.4 | i
CCOc1ccccc1C(=O)Nc1nnc(SCC(=O)N2CCOCC2)s1 | 2 | 0 | -0.7 | 2 | 9 | 1 | -1 | 0 | 0.2 | i
CN1OC[C@@H]2CN(S(=O)(=O)c3cccc4ccccc34)[C@H](c3ccc(-c4ccccc4)cc3)C[C@@H]21 | . | 3 | 2.7 | -3 | 6 | 3 | 3 | -14 | -2.1 | i
CCCC(=O)Nc1nc2c(OC)ccc(OC)c2s1 | 2 | -6 | -0.9 | -5 | 2 | 3 | -1 | 9 | -0.4 | i
CCOC(=O)N1CCC(Nc2cccc(SC)c2)CC1 | -10 | -2 | 0.6 | -5 | 4 | -1 | -3 | 27 | 0.0 | i

Rewritten with two lines to a compound: 6 of the compounds above
Each structure is followed by: Scp-1 inhibitor	CendR NRP1 mod	LMPTP block	DNMT1 block	NadD block	SUMO1 PPI mod	STEP block	SKN-1 inh	TbMetRS inhib	Neddyl block
Cc1nc(SCC(=O)NCC2CCCO2)c2cc(-c3ccccc3)sc2n1 (stereo unspecified)
  -7	-4	1.8	-3	-5	-29	5	5	-0.4	i
CN(C)c1ccc(C(=S)N2CCN(C(=S)Nc3ccccc3)CC2)cc1
  -4	12	-0.6	4	-2	-4	2	6	0.4	i
CCOc1ccccc1C(=O)Nc1nnc(SCC(=O)N2CCOCC2)s1
  2	0	-0.7	2	9	1	-1	0	0.2	i
CN1OC[C@@H]2CN(S(=O)(=O)c3cccc4ccccc34)[C@H](c3ccc(-c4ccccc4)cc3)C[C@@H]21
  .	3	2.7	-3	6	3	3	-14	-2.1	i
CCCC(=O)Nc1nc2c(OC)ccc(OC)c2s1
  2	-6	-0.9	-5	2	3	-1	9	-0.4	i
CCOC(=O)N1CCC(Nc2cccc(SC)c2)CC1
  -10	-2	0.6	-5	4	-1	-3	27	0.0	i

(more compounds)
Structure | Scp-1 inhibitor | CendR NRP1 mod | LMPTP block | DNMT1 block | NadD block | SUMO1 PPI mod | STEP block | SKN-1 inh | TbMetRS inhib | Neddyl block
O=C(c1cnn2c1NC(c1ccco1)CC2C(F)(F)F)N1CCN(c2cccc(Cl)c2)CC1 (stereo unspecified) | -8 | -2 | 4.2 | -10 | 1 | 4 | 10 | 1 | -0.2 | i
CCN(CC(=O)Nc1ccc2c(c1)OCCO2)C(=O)C1CCCCC1 | -12 | 0 | -0.7 | -3 | 0 | 0 | -3 | -3 | 0.3 | i
Oc1c(/C=N/c2ncn[nH]2)ccc2ccccc12 | -7 | -64 | -1.4 | -3 | 4 | -4 | -1 | -8 | 0.5 | i
O=C1CCCN1c1ccc(Br)cc1 | 6 | -1 | -1.9 | 1 | -2 | 0 | -2 | -3 | -0.7 | i
CNC(=O)CSc1nnc(-c2ccncc2)n1Cc1ccccc1 | -4 | 2 | -2.0 | 0 | -2 | -1 | -2 | -14 | -0.9 | i
O=C(/C=C/NCc1cccnc1)C(F)(F)C(F)(F)F | 4 | -5 | 0.6 | -2 | 4 | 4 | -1 | 3 | -0.8 | i
Cc1ccc(NC(=O)CN2C(=O)CNC2=O)cc1 | -1 | -15 | -2.2 | 2 | -5 | -7 | 19 | 8 | 0.5 | i
Cc1cc2c(cc(C(=O)N3CCC(C(=O)N4CCCC4)CC3)n2Cc2c(F)cccc2Cl)o1 | -9 | -5 | -0.7 | -2 | 6 | 2 | 4 | -23 | 0.2 | i
Cc1ccc(Cc2c(-c3ccc(C#N)cc3)nc3c4ccccc4ccn23)cc1 | . | -38 | 1.1 | -3 | 13 | -8 | 0 | 12 | 0.1 | i
O=[N+]([O-])c1ccc(/C=N/n2c(-c3ccccc3)n[nH]c2=S)cc1 | -4 | -6 | -1.8 | 0 | 6 | -22 | 2 | 6 | -0.2 | i
COc1cc(C)c(C(=O)CSc2nnc(CNC(=O)c3ccco3)n2C)cc1C | -1 | -3 | -0.6 | 3 | 3 | 3 | -3 | 3 | 0.1 | i
CCOC(=O)CN1CCc2c(C)nc3c(-c4ccc(OC)c(OC)c4)cnn3c21 | -6 | -4 | 3.1 | -4 | 4 | 6 | 0 | 17 | 0.1 | i
COc1ccc(C(CNC(=O)CN2C(=O)NC3(CCCC3)C2=O)N(C)C)cc1 (stereo unspecified) | -5 | -1 | -2.9 | -1 | -10 | 1 | -1 | -3 | -0.4 | i
CCn1c(SCC(=O)N2CCOCC2)nnc1C(C)NC(=O)c1ccccc1 (stereo unspecified) | -2 | 13 | -0.7 | 1 | -5 | 2 | -2 | 4 | -0.2 | i
Cc1ccc(S(=O)(=O)NCC(=O)N(CC(=O)NC2CCCCC2)CC2CCCO2)cc1 (stereo unspecified) | 2 | -4 | 0.1 | 1 | 7 | -1 | -3 | 12 | -0.5 | i
COc1ccccc1N1CCN(C(=O)c2ccc3c(Cl)c4c(nc3c2)CCCC4)CC1 | -4 | -5 | 2.9 | -12 | 10 | -4 | 2 | -1 | -0.7 | i
C[C@@H]1CN([C@H](C)CO)C(=O)CCCn2nncc2CO[C@@H]1CN(C)S(=O)(=O)c1cccc(C#N)c1 | . | -1 | -1.3 | 2 | 5 | 4 | 0 | -2 | -1.0 | i
COc1cc(NC(=O)c2ccnnc2)cc(C(=O)Nc2cccc(C(F)(F)F)c2)c1 | 0 | 1 | -1.0 | -2 | 0 | 23 | 4 | 0 | -0.1 | i
COc1ccc(N(CC(=O)NN=C2CCCC2)S(=O)(=O)c2ccccc2)cc1 | -8 | -8 | 0.4 | 0 | 3 | -2 | -5 | -5 | -0.2 | i
COc1ccc(NS(=O)(=O)c2cccs2)cn1 | 0 | 5 | -0.1 | -1 | 0 | 1 | -2 | 15 | -0.5 | i
CCOc1cc(/C=N/NC(=O)c2ccccn2)ccc1OC(=O)c1cccs1 | -7 | 3 | 0.5 | -4 | 1 | -11 | -1 | 12 | -0.2 | i
Cc1[nH]c2ccccc2c1/C=C/c1nc2ccccc2c(=O)n1-c1ccc([N+](=O)[O-])cc1 | 7 | 0 | 1.7 | 23 | 34* | -5 | 0 | 6 | -0.4 | i
CCn1cc(C(=O)NCCCN2CCCC2)c(=O)c2cc(S(=O)(=O)N3CCc4ccccc4C3)ccc21 | -9 | 8 | 31 | 10 | -1 | 5 | 3 | -12 | 0.1 | i
Cc1[nH]c2ccccc2c1/C=N/NC(=O)c1cc(C(C)(C)C)[nH]n1 | -1 | 1 | -1.0 | 3 | -2 | -6 | 1 | -1 | 0.2 | i
COc1ccc(C)cc1Nc1n[n+](-c2ccccc2)c(-c2ccc(N(C)C)cc2)s1 | 14 | -197 | 6.1 | 60* | 10 | -44 | -1 | 3 | -0.3 | i

Molecules listed so far that have a tert-butyl group, in the order listed:
Structure | Scp-1 inhibitor | CendR NRP1 mod | LMPTP block | DNMT1 block | NadD block | SUMO1 PPI mod | STEP block | SKN-1 inh | TbMetRS inhib | Neddyl block
COc1ccc(C(=O)N(CC(=O)NC(C)(C)C)c2ccc3c(c2)OCCO3)cc1OC | -4 | 10 | -0.3 | 4 | -1 | -2 | -2 | 2 | -0.6 | i
Cc1[nH]c2ccccc2c1/C=N/NC(=O)c1cc(C(C)(C)C)[nH]n1 | -1 | 1 | -1.0 | 3 | -2 | -6 | 1 | -1 | 0.2 | i
